# USP1-UAF1 inh = blocks the human USP1/UAF1 deubiquitinase complex. O94782. recombinant USP1/UAF1, Ub-Rhodamine cleavage fluorescence. Potency, µM (highest dose often 57.1 µM), for the others: at the top dose activity change, negative = inhibition, actives largely listed as inhibitors. 390,000 tested, 0.23% active; also: potency is read from the fitted curve at half-maximal effect; % is scaled to controls: 0 for no effect and ±100 for the full control effect; nearly all actives have a fitted effect of over 60% in size; inactives centre near -12
#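 In this screen, compounds sit with the deubiquitinase complex (1nM) for 15 min at room temperature before Ub-Rho is added at 150nM final. Fluorescence rise is then followed for 6 reads every 60 seconds.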
# PI4K2A inh = inhibitors of human PI4K2A | activity change, negative = inhibition, % at 76.9 µM | Q9BTU6 | 420,000 tested, 0.13% active | purified PI4K2A, ADP-Glo luminescence, 1 h; hits give low values; in the data active = activity change below about -50%; inconclusive = mostly about -30% to -49%;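 also: -100% = wells without enzyme as full effect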
#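 PI4K2A activity was measured by ADP-Glo luminescence: enzyme (4 ug/mL stock) and phosphatidylinositol (1.2 mM stock) in Tris pH 7.5/MgCl2/EGTA/Triton X-100 buffer were reacted with ATP (300 microM stock) for one hour at ambient temperature.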
# Vif-APOBEC3F blk = blocks the Vif interaction with APOBEC3F. HeLa A3F-eYFP + Vif (tagged APOBEC3F with the HIV-1 protein that degrades it), YFP fluorescence increase. 390,000 tested, 0.2% active. Potency, µM (top dose mostly 46.1 µM), inactives show at the top dose activity, negative = active; also: potency is read from the fitted curve at half-maximal effect; % of control where 0% means no effect; nearly all actives have a fitted effect of over 65% in size
#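 HeLa cells stably expressing Vif plus C-terminally eYFP-tagged A3F were seeded, incubated overnight at 37 deg C, dosed with compound, incubated overnight again at 37 deg C. Yellow fluorescence (Ex 488/Em 500-530) reported blocked Vif-mediated A3F-eYFP degradation.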
# mIDH1 inhibitor = blocks human mutant IDH1 R132H enzyme; IDH1-R132H enzyme, NADPH consumption, diaphorase/resazurin fluorescence; O75874; Potency, µM (highest dose often 76.6 µM), for inactives: top-dose activity change, negative = inhibition, hits mostly inhibitors; 390,000 tested, 0.093% active; also: potency is read from the fitted curve at half-maximal effect; % is scaled to controls: 0 for no effect and ±100 for the full control effect; nearly all actives have a fitted effect of over 65% in size
#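 IDH1-R132H (0.5 ug/mL dispensed) in pH 7.5 Tris buffer was preincubated 30 min with compound, then given a substrate mix of 0.016 mM NADPH and 2 mM alpha-KG for 80 min at room temperature; remaining NADPH was read by diaphorase/resazurin fluorescence.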
# TrxR1 substrate = rat thioredoxin reductase 1 substrate activity. 390,000 tested, 0.01% active. Potency, µM (top dose mostly 114 µM), inactives show at the top dose activity change, negative = substrate turnover. purified TrxR1 substrate turnover, NADPH consumption readout. O89049. AID 588456; also: potency is read from the fitted curve at half-maximal effect; % is scaled to controls: 0 for no effect and ±100 for the full control effect; nearly all actives have a fitted effect of over 50% in size
#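 Rat TrxR1, dispensed at 90 nM, was prereduced with 400 uM NADPH (final) for 5 min at ~22 deg C, then incubated with compound 15 min before 400 uM selenite. A first-read NADPH fluorescence drop versus no-compound background flagged substrates.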
# Vif-APOBEC3G blk = Vif-A3G binding inhibition; Q9HC16; HeLa A3G-eYFP + Vif (tagged APOBEC3G with the HIV-1 protein that degrades it), YFP fluorescence, overnight; Potency, µM (series often up to 46.1 µM), inactives show at the top dose activity, negative = active, most hits filed as inhibitors; 410,000 tested, 0.076% active;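 also: potency is read from the fitted curve at half-maximal effect; % is scaled to controls: 0 for no effect and ±100 for the full control effect; nearly all actives have a fitted effect of over 60% in size; hits raise eYFP signal because A3G escapes Vif-driven loss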
#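 HeLa cells stably expressing Vif and C-terminally eYFP-tagged A3G, seeded overnight at 37 deg C, then exposed to compound by pintool overnight at 37 deg C. Rise in yellow fluorescence (Ex 488/Em 500-530, Acumen) marks blocked Vif-driven A3G degradation.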
# Glioma ERSR ind = inducers of ER stress response in human glioma cells; U87-MG GRP78 promoter luciferase reporter, 16 h; 420,000 tested, 0.02% active; Potency, µM, inactives show top-dose activation, most hits filed as activators; AID 602332; also: potency is read from the fitted curve at half-maximal effect; series mostly up to about 76 µM; % of control where 0% means no effect; nearly all actives have a fitted effect of over 35% in size
#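 Stably transfected U87-MG glioma cells carrying a GRP78-based luciferase sensor; 16 h compound incubation. Luminescence end-point read 10 min after Bright-Glo addition at room temperature.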
# LDHA block = blocks human lactate dehydrogenase A | purified LDHA, NADH/diaphorase-resazurin fluorescence; hits give low values | activity change, % (values are at about 110 or 230 µM) | 480,000 tested, 0.15% active; in the data active = activity change below about -30%; inconclusive = mostly about -25% to -30%;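 also: plate controls were DMSO wells for no effect and wells without enzyme for full effect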
#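 Resorufin fluorescence (ex540/em590), read at 0 and 20 min after diaphorase/resazurin addition, reports the NADH left after a 5 min room-temperature reaction of 2 nM human LDH5 with 0.06 mM NADH and 0.2 mM pyruvate.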
# RXFP1 ag = activates the human relaxin receptor RXFP1. Q9HBX9. HEK293T-RXFP1 cAMP TR-FRET, 30 min; response scale: percent of porcine relaxin response, buffer zero. Potency, µM (series often up to 57.5 µM), for the others: at the highest dose activation, actives largely listed as activators. 370,000 tested, 0.3% active. AID 2676; also: potency is read from the fitted curve at half-maximal effect; % is scaled to controls: 0 for no effect and ±100 for the full control effect; nearly all actives have a fitted effect of over 60% in size; many of its hits are not listed in these tables
# Target sequence (Q9HBX9 whole entry, looked up): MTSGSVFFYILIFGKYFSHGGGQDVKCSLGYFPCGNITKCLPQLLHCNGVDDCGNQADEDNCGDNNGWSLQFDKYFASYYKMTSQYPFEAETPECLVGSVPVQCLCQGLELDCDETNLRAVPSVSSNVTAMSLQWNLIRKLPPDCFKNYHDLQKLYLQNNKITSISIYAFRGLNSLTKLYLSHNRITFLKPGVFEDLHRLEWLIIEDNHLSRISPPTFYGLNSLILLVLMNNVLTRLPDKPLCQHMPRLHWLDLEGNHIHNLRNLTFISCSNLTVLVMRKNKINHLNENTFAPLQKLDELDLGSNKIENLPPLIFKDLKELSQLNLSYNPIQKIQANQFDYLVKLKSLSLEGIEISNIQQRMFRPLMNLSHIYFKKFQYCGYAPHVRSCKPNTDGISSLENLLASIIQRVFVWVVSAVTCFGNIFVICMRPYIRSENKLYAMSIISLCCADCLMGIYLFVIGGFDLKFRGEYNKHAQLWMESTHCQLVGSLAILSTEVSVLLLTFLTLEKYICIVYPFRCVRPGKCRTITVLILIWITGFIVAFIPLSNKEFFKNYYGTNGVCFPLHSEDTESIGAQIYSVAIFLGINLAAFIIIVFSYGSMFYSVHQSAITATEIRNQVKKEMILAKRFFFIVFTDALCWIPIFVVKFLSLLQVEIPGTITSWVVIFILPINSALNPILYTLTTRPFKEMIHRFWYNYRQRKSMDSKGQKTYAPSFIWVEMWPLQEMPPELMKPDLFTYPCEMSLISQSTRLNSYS
#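 Agonist response is measured as cAMP accumulation in an RXFP1-transfected HEK293T line under PDE4 inhibition. Values are scaled between buffer-only and 29 nM porcine relaxin, and EC50s come from standard Hill equation fits.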
# Active calls of the source: *; ? = inconclusive; . = no result given; & = joins results of further samples; [ ] = another dose, or the depositor's remark. Unless noted, calls follow the shape of the dose curve; as a rule, active = well fitted curve in the direction sought with a large enough effect; inconclusive = small, poorly fitted or top-dose-only effect, or another doubt; inactive = no such curve, though single readings can be large; an effect the other way counts as inactive or inconclusive. Some of the compounds tested; the hit share may differ from the screen's.
SMILES,USP1-UAF1 inh,PI4K2A inh,Vif-APOBEC3F blk,mIDH1 inhibitor,TrxR1 substrate,Vif-APOBEC3G blk,Glioma ERSR ind,LDHA block,RXFP1 ag
CCOP(=O)(OCC)/C(=N/OC(=O)c1cccc([N+](=O)[O-])c1)C(N)=O,-15%,3,-25%,0%,5%,-3%,-5%,4,1.1%
CCOc1ccc(C(=O)Nc2nnc(S(=O)(=O)N3CCCCC3)s2)cc1,-11%,9,12%,9%,1%,-2%,3%,-4,16%
O=C(NCc1ccco1)c1ccc2nc([C@@H]3O[C@H](CO)[C@H](O)[C@H](O)[C@H]3O)[nH]c2c1,.,-3,.,.,.,1%,-2%,-6,.
O=C(Nc1ccccc1)c1oc2ccccc2c1NC(=O)C1CC1,-23%,-1,-9%,4%,-4%,2%,-3%,-3,-3.3%
COc1ccc(-c2csc3ncn(-c4ccccc4)c(=O)c23)cc1OC,5%,-1,-2%,-10%,3%[57.1 µM],-2%,-1%,-4&-5,-1.4%
COc1ccc(CCC(=O)NCc2nc3cccnc3n2Cc2ccccc2)cc1,?,-1,-2%,3%,3%[57.1 µM],-2%,-3%,-3,3.4%
Cc1cc(C)c(NC(=O)C(C)OC(=O)c2cc(Br)c(Br)s2)c(C)c1 (configuration not stated),-10%,-3,-11%,2%,-3%,-12%,-4%,-18,0.0%
CCc1ccccc1NC(=O)Nn1cnnc1,-24%,5,-3%,0%,5%,1%,5%,-9,4.2%
CCN(Cc1ccncc1)C(=O)CCc1nnc(CCC2CCCCC2)o1,-17%,2,1%,0%,7%,-14%,1%,2,-1.2%
COc1ccc(C(=O)O)cc1N1C(=O)Nc2ccccc2N1O,-15%,0,0%,-7%,-7%,2%,-1%,0,0.1%
CCOc1ccccc1CN1CCN(CCCc2ccccc2)CC1CCO (configuration not stated),-6%,-6,0%,0%,9%,3%,-4%,-10,-3.3%
Cc1cc(C(=O)COC(=O)/C=C/c2ccco2)c(C)n1C,-26%,-12,4%,0%,1%,-2%,3%,-4,.
CCCCCCCC(=O)NC(Nc1ccccc1OC)C(Cl)(Cl)Cl (configuration not stated),-14%,2,-6%,0%,-2%,0%,1%,9,-0.3%
CCOc1ccc(OCCC(=O)NNC(=O)c2cc(OC)c(OC)c(OC)c2)cc1,-16%,7,3%,0%,2%,0%,-5%,-6,-1.1%
CCCC(=O)Nc1ccc(C(=O)N2CCCC2)cc1,-3%,4,5%,11%,-6%,-1%,-5%,-4,1.5%
CCN(CC)c1ccc(NC(=O)CCS(=O)(=O)c2ccc(Br)cc2)c(C)c1,-18%,-9,-10%,8%,9%,-7%,-3%,-1,0.6%
COC(=O)NCC(C)OC(=O)Nc1cccc(Cl)c1 (configuration not stated),-19%,-2,-1%,3%,7%[57.1 µM],0%,1%,-2,0.2%
COc1ccc(CC(=O)NCc2nnc(SCc3ccc(C)cc3)n2C)cc1,-28%,1,21%,1%,6%,4%,-2%,-7,-0.4%
c1ccc(Cn2cc(-c3ccccc3)cn2)cc1,-2%,-3,2%,1%,-6%[57.1 µM],-2%,4%,-2,0.2%
Cc1ccc2nc(CSc3nnc(Nc4ccccc4C)s3)cc(=O)n2c1,-14%,-4,-8%,1%,15%,-4%,-4%,6,7.1%
CC(C)c1ccc(N(C(=O)c2ccco2)C(C(=O)NC2CCCC2)c2cccnc2)cc1 (configuration not stated),-20%,-4,-1%,-4%,1%,-1%,-3%,0,-0.3%
COCc1cc(N2CCOCC2)nc(-c2ccccc2)n1,-6%,-12,?,-6%,7%[57.1 µM],-2%,-4%,-9,-3.1%
Cc1ccc(C(=O)N/N=C\c2cccc(OC(=O)c3cccc(F)c3)c2)cn1,-26%,0,-4%,-3%,-1%[57.1 µM],-11%,3%,-5,1.3%
CCc1ccc(Cn2c(CNS(=O)(=O)c3ccc(Cl)s3)nc3cccnc32)cc1,-12%,1,-17%,-7%,-1%[57.1 µM],5%,-4%,-13,-0.3%
COc1ccc(OC)c(C(c2nnnn2C2CCCC2)N2CCN(c3ccccc3)CC2)c1 (configuration not stated),-10%,-9,0%,-3%,2%[57.1 µM],-7%,-4%,0,1.8%

# Some of the entries so far, tab-delimited:
smiles	USP1-UAF1 inh	PI4K2A inh	Vif-APOBEC3F blk	mIDH1 inhibitor	TrxR1 substrate	Vif-APOBEC3G blk	Glioma ERSR ind	LDHA block	RXFP1 ag
O=C(NCc1ccco1)c1ccc2nc([C@@H]3O[C@H](CO)[C@H](O)[C@H](O)[C@H]3O)[nH]c2c1	.	-3	.	.	.	1%	-2%	-6	.
CCCC(=O)Nc1ccc(C(=O)N2CCCC2)cc1	-3%	4	5%	11%	-6%	-1%	-5%	-4	1.5%

# Carrying on.
SMILES,USP1-UAF1 inh,PI4K2A inh,Vif-APOBEC3F blk,mIDH1 inhibitor,TrxR1 substrate,Vif-APOBEC3G blk,Glioma ERSR ind,LDHA block,RXFP1 ag
Fc1ccc(OCCCCCn2ccnc2)cc1,-10%,4,13%,-11%,-2%,2%,1%,-10,0.5%
Cc1cccc(N(C)S(=O)(=O)c2ccc(-c3cnc(C4CC4)o3)cc2)c1,-7%,1,1%,-5%,-15%,-16%,-7%,0,-2.4%
CC1CCCC(CC(N)=O)CC1 (configuration not stated),-11%,-1,-17%,9%,8%[57.1 µM],2%,-1%,-10,.
COc1ccccc1OCc1nc(-c2cccc(C)c2)no1,-14%,-1,-1%,-2%,1%,1%,0%,-3,2.3%
O=Cc1cccc(OCc2cn(CC(=O)c3ccc(O)cc3)nn2)c1,-24%,-22,-7%,11%,.,-2%,3%,9,.
C=CCn1c(SCC(=O)NCc2ccco2)nc2sc(C)c(C)c2c1=O,-18%,4,-2%,2%,11%,0%,-1%,-8,.
CSc1ncc(C(=O)Nc2ccccc2F)c(-c2ccccc2)n1,-20%,-3,10%,2%,4%,-2%,-3%,-2,-1.6%
COc1cccc(NC(=O)CN(C)C(=O)CCCc2nc3ccccc3s2)c1,-5%,0,-17%,7%,-13%,-1%,1%,-7,1.2%
O=C(CN1CCN(c2ccccc2)CC1)Nc1nnc(-c2ccccc2)s1,-14%,-6,-6%,8%,3%,-1%,-4%,3,2.9%
COc1ccc(NS(=O)(=O)c2cc(NC(=O)CC(C)(C)C)ccc2N2CCCC2)cc1,-24%,0,6%,5%,2%,-2%,-3%,3,1.1%
C#CCOCCOCCOCCNc1nc(N2CCN(C(=O)[C@H](CCCCN)n3cc(CN)nn3)CC2)nc(N2CCN(C(=O)[C@H](CCC(=O)O)n3cc([C@@H](N)CCSC)nn3)CC2)n1,0%,2,-1%,-13%,1%,2%,1%,-8,.
CCc1ccc(Nc2cc(C)nc3nc(Cc4ccc(Cl)cc4)nn23)cc1,-17%,3,-14%,-5%,-6%,-2%,-2%,-9,-1.4%
O=C(CSc1cccc[n+]1[O-])Nc1cc2c(cc1Cl)C(=O)c1ccccc1C2=O,-18%,-11,-15%,6%,-6%,-7%,1%,9,3.2%
Cc1ccc(-c2csc(C(C#N)=C(O)CN3CCN(C(=O)c4ccco4)CC3)n2)cc1,7%,5,-5%,-7%,-8%,-4%,10%,-3,.
Cc1ccc(NC(=S)N2CCOCC2)c(C)c1,4%,-9,-2%,7%,1%,8%,-6%,-5,1.2%
C/C(=N\NC(=O)c1cccc(F)c1)c1ccc(NC(=O)Cc2ccccc2)cc1,-21%,0,1%,2%,3%,-1%,8%,-11,-2.8%
CCNC(=O)n1nccc1C(C)Oc1ccc(Cl)cc1 (configuration not stated),-27%,-1,-4%,3%,3%,-1%,-5%,-3,-1.7%
CCC(C)Sc1nc2ccccc2c(=O)[nH]1 (configuration not stated),-15%,2,-1%,4%,-6%,-4%,7%,-1,2.0%
C=C(C)c1cc2c(ccc3ccc(=O)oc32)o1,8%,1,1%,4%,12%,1%,-1%,-4,.
COC(=O)c1c(NC(=O)c2ccc(S(=O)(=O)N3CCCCC3C)cc2)sc2c1CCN(C(C)C)C2 (configuration not stated),?,-1,?,9%,-3%[57.1 µM],?,-6%,-3,4.5%
Cc1occc1C(=O)NNC(=S)Nc1cccc([N+](=O)[O-])c1,-8%,7,-2%,5%,2%,6%,3%,-6,-0.4%
CC(=O)c1c(C)[nH]c(C(=O)OC(C)C(=O)Nc2ccc(C)c(S(=O)(=O)N3CCOCC3)c2)c1C (configuration not stated),-13%,1,-8%,14%,-1%,-10%,-5%,-3,-1.3%
COc1ccc(S(=O)(=O)N2CCCC2)cc1OC,-8%,-8,7%,15%,8%,3%,-1%,-5,-0.4%
CCCCn1c(SCC(=O)Nc2cccc(C)n2)nnc1-c1ccco1,-7%,-7,6%,10%,6%,0%,-4%,-6,-0.5%
CCOC(=O)C1CCN(C(=O)/C=C/c2ccccc2OC)CC1,-2%,-5,-8%,2%,0%,1%,-5%,4,1.3%
COc1ccc(CC(=O)Nc2ccc(F)c(Cl)c2)cc1S(=O)(=O)N1CCOCC1,-16%,1,-2%,-3%,-2%,-1%,-5%,-8,0.0%
CC1CCCCN1C(=O)Cn1cc(C(=O)c2ccco2)c2ccccc21 (configuration not stated),-11%,-6,5%,3%,-12%,0%,1%,-7,3.3%
Cc1ccc(CN(C)CC(=O)NC(C)c2ccccc2)cc1 (configuration not stated),-13%,-5,-4%,1%,3%[57.1 µM],3%,-4%,-1,-0.5%
